# Assay outcomes from PubChem.
# EP2 antag – inhibitors of human EP2 prostaglandin E2 receptor; P43116; inhibition, % at 25 µM; 0.52% of 260,000 active; AID 1422; C6 glioma cells expressing human EP2, cAMP TR-FRET; cells stimulated with saturating PGE2;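 active means percent inhibition above 40 after rounding to a whole number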;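 further: rat C6 glioma host cells with rolipram phosphodiesterase inhibitor present; the protocol text gives 20 µM as final concentration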
# Target sequence (P43116 whole entry, looked up): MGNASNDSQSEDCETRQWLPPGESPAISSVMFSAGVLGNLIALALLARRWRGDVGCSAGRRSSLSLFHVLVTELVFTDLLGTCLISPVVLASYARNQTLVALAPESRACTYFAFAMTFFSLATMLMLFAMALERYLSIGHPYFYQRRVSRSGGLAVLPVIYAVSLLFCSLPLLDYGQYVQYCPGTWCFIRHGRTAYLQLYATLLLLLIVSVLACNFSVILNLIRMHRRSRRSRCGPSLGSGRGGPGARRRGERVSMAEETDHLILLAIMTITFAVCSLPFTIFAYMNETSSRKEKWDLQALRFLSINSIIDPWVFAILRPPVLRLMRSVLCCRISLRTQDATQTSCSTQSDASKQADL
# * marks the source's active call; other numbers are inactive results. Only part of the results is shown, so the mix of outcomes need not match the whole.
Structure,EP2 antag
COCCn1c(SCC(=O)c2ccc(OC)cc2OC)nnc1-c1ccc(OC)cc1,17
COc1ccc(C)cc1S(=O)(=O)N(C)CC(=O)NCc1ccc2c(c1)OCO2,12
CC(C)c1nnc(SCC(=O)Nc2sc3c(c2C#N)CCCC3)n1C,14
CCCC(=O)N(Cc1cc2cc(OC)ccc2[nH]c1=O)c1ccccc1OC,6
COc1cc(C2Nc3c(ccc4ccccc34)C3C=CCC32)cc(OC)c1OC (stereo unspecified),10
COc1ccc2c(c1)OC/C(=C\c1ccc(OC)c(O)c1)C2=O,18
COc1cccc(NC(=O)CCN2CCCCC2)c1,15
COc1cccc(CN2CCc3nc(N4CCC(C)CC4)[nH]c(=O)c3C2)c1,8
CCOC(=O)C1(O)Oc2cc(OC)cc(OC)c2C(=O)C1c1ccccc1 (stereo unspecified),9
Cc1c(C(=O)N2CCOCC2)sc(NC(=O)COc2ccccc2)c1C#N,2
CC(=O)Nc1ccc(OCC(O)CN2CCN(c3ccc(F)cc3)CC2)cc1 (stereo unspecified),15
O=C(O)CCn1c(Cc2ccccc2)nc2ccccc21,7
CCc1ccc(OCCCC(=O)Nc2nncs2)cc1,16
O=C(Cc1ccccc1F)NCCn1nc(-c2cccs2)ccc1=O,7
O=C(CSc1nnc(-c2ccncc2)o1)Nc1cccc(C(F)(F)F)c1,9
O=C(CSc1nnnn1-c1ccc(Cl)cc1)NCc1cccs1,6
CCOCCCNC(=O)C1CCCN(S(=O)(=O)c2ccc(OC)cc2)C1 (stereo unspecified),12
COc1cccc(C(=O)NC2CC3CCCC(C2)N3Cc2cccs2)c1 (stereo unspecified),25
Cc1ccccc1-c1ncc(CN(C)Cc2cccc3ncccc23)cn1,4
c1ccc(CSc2nnc3c4c5c(sc4nc(C4CC4)n23)CCCC5)nc1,14
COc1ccc(OC)c(NC(=O)c2ccccc2OC(C)=O)c1,16
Cc1cc2cccc(C)c2nc1SCC(=O)N1CCCCC1,7
NNC(=O)C(Sc1n[nH]c(=O)[nH]c1=O)c1ccccc1 (stereo unspecified),18
COc1ccc2c(c1)cc(C)c1nnc(SCc3cc(=O)[nH]c4ccccc34)n12,17
CC(NC(=O)c1cn(Cc2c(F)cccc2Cl)nn1)c1ccncc1 (stereo unspecified),8
O=C(CN1C(=O)[C@H]2CCCN2C(=O)c2ccccc21)Nc1ccc2c(c1)OCO2,5
CCc1ccc2[nH]c(=O)c(CN(CCN3CCOCC3)C(=S)NCCOC)cc2c1,6
COc1ccc2c(c1)cc(C)c1nnc(SCC(=O)Nc3cccc(C(C)=O)c3)n12,5
CC[C@@H](Cn1nnc2ccccc2c1=O)NC(=O)c1ccco1,7
COc1cc(CN2CCc3c(nc(N4CCCCC4)[nH]c3=O)C2)cc(OC)c1,7
CN1CCN(S(=O)(=O)c2cc(C(F)(F)F)ccc2Cl)CC1,9
O=C1C(Cl)=C(N2CCN(c3ccccn3)CC2)C(=O)c2ccccc21,7
O=C(OCC#CCSc1nnc(-c2ccncc2)o1)c1cccc2ccccc12,6
COc1ccc(NS(=O)(=O)c2cn(C)nc2C)cc1NC(=O)CN1CCCC1,5
Cc1ccc(NC(=S)N(CCCO)Cc2cc3cccc(C)c3[nH]c2=O)cc1,9
O=C(NCCN1CCOCC1)c1cc(-c2ccc(Cl)cc2Cl)on1,14
O=C(Nc1ccc(Cl)c(C(F)(F)F)c1)[C@@H]1CC=C[C@@H]2CCN(C3CC3)C(=O)[C@@H]21,19
Cc1ccc(C(C(=O)NC(C)(C)C)N(C(=O)c2csnn2)c2ccccc2)o1 (stereo unspecified),5
COc1ccccc1Cc1nnc(NC(=O)c2cc(C3CCCCC3)no2)s1,12
CN(C)c1ccc(CN(Cc2cnc(N(C)C)nc2)C2CC(C)(C)NC(C)(C)C2)cc1,7
CC1(C)CC(N(Cc2cccnc2)Cc2ccsc2)CC(C)(C)N1,9
OC(CN1CCC2(CC1)CC(O)c1ccccc1O2)c1ccc(Cl)c(Cl)c1 (stereo unspecified),7
Cc1cccc(NC(=O)Nc2cccc(Cl)c2)n1,8
CCOC(=O)/C(=C\c1ccc(-c2ccccc2)o1)C(C)=O,10
Cc1nc(C(=O)Nc2ccc(Cl)cc2)sc1C1(C)CC(c2cccc([N+](=O)[O-])c2)=NO1 (stereo unspecified),1
CCC(=O)N1CCN(c2ccc(NC(=O)c3ccc(C)cc3C)cc2)CC1,8
O=C(Cn1cc(C(=O)c2ccco2)c2ccccc21)Nc1ccccc1Cl,13
O=C(NCc1ccccc1)C1CCCN(S(=O)(=O)c2ccc(-n3cnnn3)cc2)C1 (stereo unspecified),10
O=C(CSc1nnc(CNc2cccc(C(F)(F)F)c2)n1Cc1ccco1)NC1CCCCC1,8
CC1(OC(=O)c2cnc3ccccc3n2)C(=O)C=C2C=C(C3CC3)OC=C2C1=O (stereo unspecified),12

# Next entries
Structure,EP2 antag
COc1cccc(-n2c(SCC(=O)Nc3ccccc3Cl)nnc2-c2cccs2)c1,5
COc1ccccc1C1(O)CCN(Cc2cnn(-c3ccccc3)c2)CC1,3
COc1ccc(C2NC(=O)C(=O)/C2=C(\O)c2ccccc2)cc1OC (stereo unspecified),10
CCC(=O)N1CCN(c2ccc(NC(=O)c3ccc(OC(C)C)cc3)cc2)CC1,11
C=CCNC(=O)CN1CCC(c2ccc(F)cc2)CC1,7
OCCNc1nc(Nc2ccc(F)cc2)nc2ccccc12,8
Cc1cccc(C)c1NC(=O)C(C)Sc1nnc2c3c(C)c(C)sc3ncn12 (stereo unspecified),5
CC(=O)c1ccc(S(=O)(=O)N(Cc2cccs2)Cc2cc3cccc(C)c3[nH]c2=O)cc1,17
Cc1cccc2cc(CN(Cc3cccs3)C(=O)c3cccs3)c(=O)[nH]c12,14
O=c1[nH]c(=O)n([C@H]2C[C@H](O)[C@@H](CO)O2)cc1/C=C/Br,14
O=C(NC1CCCCC1)[C@@H]1CC=C[C@@H]2CCN(C3CCCCC3)C(=O)[C@@H]21,28
Cc1cc(-c2ccccc2)nc2cc(C(=O)N3C(C)CCCC3C)nn12 (stereo unspecified),18
COc1cccc(CN2CCN(C(=O)C3CCCO3)[C@@H](C)C2)c1 (stereo partly specified),11
CCc1n(CC(O)COc2ccccc2C)c2ccccc2[n+]1C (stereo unspecified),10
COc1ccc(/C(O)=C2/C(=O)C(=O)NC2c2ccc(C(C)(C)C)cc2)cc1OC (stereo unspecified),14
O=S(=O)(c1ccccc1C(F)(F)F)N1CCCC(c2nc(-c3cccs3)no2)C1 (stereo unspecified),5
COc1ccccc1OCC(=O)Nc1ncc(Cc2cccc(Cl)c2Cl)s1,12
COc1ccc(-c2cc(C(=O)N3CCC4(CC3)NC(=O)c3ccccc3O4)[nH]n2)cc1,4
CS(=O)(=O)N(CC(=O)Nc1ccc2c(c1)OCCO2)c1ccc(Cl)cc1,8
O=C(N1CCC(NC(=O)C23CC4CC(CC(C4)C2)C3)CC1)N1c2ccccc2Sc2ccccc21,9
COc1ccccc1NC(=O)CSc1nnnn1-c1ccccc1F,13
CCOCCCn1c(SCC(=O)NCc2ccccc2)nc2ccccc2c1=O,14
CC(=O)NC1(c2ccccc2F)CCN(Cc2nc3ccccc3n2C(C)C)CC1,2
C=CCNC(=O)CSc1nnc(-c2ccoc2C)n1-c1cc(C)ccc1C,15
COc1ccc2nc(SCC(=O)Nc3ccc(C)cc3C)c(C#N)cc2c1,29
CC(CCc1ccccc1)NC(=O)Cn1nc(-c2cccs2)cc(N)c1=O (stereo unspecified),10
CC1CCN(Cc2nc3c(c(=O)n(C)c(=O)n3C)n2CCN2CCOCC2)CC1,6
O=C(CNCc1ccccc1)Nc1ccc2c(c1)OCO2,6
O=C(CSc1nnc(C2CC2)n1CC1CCCO1)Nc1ccccc1Cl (stereo unspecified),13
O=C(O)CN(CCN(CC(=O)O)CC(=O)O)CC(=O)O,12
CCOc1ccccc1NC(=O)CSc1nc(-c2ccc(OC)c(OC)c2)cc(C(F)(F)F)n1,4
O=C(CCCl)Nc1cc(-c2nc3ccccc3o2)ccc1Cl,13
COc1ccc(CNC(=O)[C@H]2C=CCN2C(=O)c2ccco2)cc1,6
CCc1cc2ccccc2nc1SCC(=O)Nc1nc(C)cs1,21
O=C(NC1CCCC1)C(c1ccccc1)N(C(=O)c1csnn1)C1CCCC1 (stereo unspecified),12
C#CCOc1ccc(C2C(C#N)=C(N)OC3=C2C(=O)CC(C)(C)C3)cc1 (stereo unspecified),10
O=C(CCc1ccccc1)N1CCC[C@@H]1Cn1nc(-c2cccs2)ccc1=O,10
CCN1C(=O)/C(=C/c2ccccc2Cl)SC1=S,15
Cc1nc(-c2ccccc2)[nH]c(=O)c1CC(=O)OC(C)C,9
O=C1[C@H](CCC(O)c2ccc(F)cc2)[C@@H](c2ccc(O)cc2)N1c1ccc(F)cc1 (stereo partly specified),15

# Random excerpt: two compounds from above.
Structure,EP2 antag
COc1ccc(CNC(=O)[C@H]2C=CCN2C(=O)c2ccco2)cc1,6
CCN1C(=O)/C(=C/c2ccccc2Cl)SC1=S,15

# (further entries)
Structure,EP2 antag
CCn1c(COc2ccccc2C)nnc1SCC(=O)Nc1cc(OC)ccc1OC,9
Cc1cccc2cc(C#N)c(N3CCOCC3)nc12,34
CCS(=O)(=O)N1CCN(S(=O)(=O)c2ccc(S(=O)(=O)N3CCCC(C)C3)cc2)CC1 (stereo unspecified),25
COc1cc2c(cc1CN(Cc1ccncc1)C1CC(C)(C)NC(C)(C)C1)OCO2,7
O=C(NC1CCCCC1)C1CC(c2ccccc2O)=NO1 (stereo unspecified),13
COc1ccc(S(=O)(=O)N2CCCC(C(=O)Nc3cc(C)cc(C)c3)C2)cc1Cl (stereo unspecified),9
CN(C)c1ccc(-c2nnn(CC(=O)N3CCc4ccccc43)n2)cc1,8
CCC(C)Nc1nc(-c2cccnc2)nc2ccccc12 (stereo unspecified),7
Cc1nn(C)c(C)c1NC(=O)Cn1nc2c3ccccc3nc(C3CC3)n2c1=O,11
COc1cc(O)c2c(=O)cc(C)oc2c1CC=C(C)C,9
O=S(=O)(c1ccc2c(c1)OCCO2)N1CCCC(c2nc(-c3ccc(Cl)cc3)no2)C1 (stereo unspecified),3
CC(C)n1c(=O)oc2cc(S(=O)(=O)NC3(c4ccc(Cl)cc4)CCC3)ccc21,4
CCn1c(=O)c(C(=O)NNC(=O)C(C)C)c(O)c2ccccc21,22
Cc1ccc(CNc2nc3ccccc3n2C)cc1,7
CCC(C)(C)n1nnnc1C(c1cc2cc(C)cc(C)c2[nH]c1=O)N1CCN(C2CCCCC2)CC1 (stereo unspecified),10
Cc1nnc(Sc2nc([N+](=O)[O-])nn2C)s1,16
COC(=O)C1=C(C(=O)OC)[C@@H]2Nc3ccccc3[C@@]23C[C@@H](C(=O)OC)N(C(=O)CC(C)C)C3=N1,14
Cc1nn(-c2ccccc2)c2sc(C(=O)NN)cc12,9
Cc1cc(C)cc(NC(=O)CSc2nccc(=O)[nH]2)c1,11
Cc1ccccc1CNCCNC(=O)c1ccco1,12
CCN1CCN(C(c2ccccc2F)c2nnnn2C2CCCCC2)CC1 (stereo unspecified),7
CC(=O)c1cn(CC(=O)N2CCC(C)CC2)c2ccccc12,3
CCOC(=O)C1=C(C)NC(=O)NC1c1cccc(OC)c1OC (stereo unspecified),12
CN1CCC2(CCN3CCc4c(oc5ccccc45)C3C2)N(C)C1=O (stereo unspecified),11
CCOc1cc(CN(Cc2cccnc2)C2CC(C)(C)NC(C)(C)C2)ccc1OC,5
N#Cc1ccccc1NC(=O)c1ccc2c(c1)OCO2,8
CCCOc1ccc(C2C(C(=O)Nc3ccccc3OC)=C(C)Nc3ncnn32)cc1 (stereo unspecified),9
CCC(NS(=O)(=O)c1ccc(C)cc1)C(=O)N1CCOCCOCCOCCOCC1 (stereo unspecified),16
CCOC(=O)CN1C(=O)C2(OCCCO2)c2cc(Br)ccc21,16
O=C(Nc1ccc(F)cc1)C1CC(=O)N2CCN=C2S1 (stereo unspecified),17
CCc1ccc(NC(=O)CSc2nnc(-c3cccs3)n2C)cc1,9

# Compounds from the list above with a thiophene ring, fused or not (16):
Structure,EP2 antag
CC(C)c1nnc(SCC(=O)Nc2sc3c(c2C#N)CCCC3)n1C,14
Cc1c(C(=O)N2CCOCC2)sc(NC(=O)COc2ccccc2)c1C#N,2
O=C(Cc1ccccc1F)NCCn1nc(-c2cccs2)ccc1=O,7
O=C(CSc1nnnn1-c1ccc(Cl)cc1)NCc1cccs1,6
COc1cccc(C(=O)NC2CC3CCCC(C2)N3Cc2cccs2)c1 (stereo unspecified),25
c1ccc(CSc2nnc3c4c5c(sc4nc(C4CC4)n23)CCCC5)nc1,14
CC1(C)CC(N(Cc2cccnc2)Cc2ccsc2)CC(C)(C)N1,9
COc1cccc(-n2c(SCC(=O)Nc3ccccc3Cl)nnc2-c2cccs2)c1,5
Cc1cccc(C)c1NC(=O)C(C)Sc1nnc2c3c(C)c(C)sc3ncn12 (stereo unspecified),5
CC(=O)c1ccc(S(=O)(=O)N(Cc2cccs2)Cc2cc3cccc(C)c3[nH]c2=O)cc1,17
Cc1cccc2cc(CN(Cc3cccs3)C(=O)c3cccs3)c(=O)[nH]c12,14
O=S(=O)(c1ccccc1C(F)(F)F)N1CCCC(c2nc(-c3cccs3)no2)C1 (stereo unspecified),5
CC(CCc1ccccc1)NC(=O)Cn1nc(-c2cccs2)cc(N)c1=O (stereo unspecified),10
O=C(CCc1ccccc1)N1CCC[C@@H]1Cn1nc(-c2cccs2)ccc1=O,10
Cc1nn(-c2ccccc2)c2sc(C(=O)NN)cc12,9
CCc1ccc(NC(=O)CSc2nnc(-c3cccs3)n2C)cc1,9
